# Compound activity as filed in PubChem BioAssay.
# TAG inh – inhibitors of triacylglycerol accumulation, primary screen, cell-based, uHTS, fluorescence, H9c2; inhibition, % at 12.5 µM; 230,000 compounds, 0.66% hits; H9c2 cells, Nile Red lipid (TAG) fluorescence; cells loaded with 200 µM oleic acid;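 active = pattern-corrected inhibition of lipid staining of at least 50% with the nuclear-stain viability signal not falling by more than 50%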;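 note: 0% = DMSO wells and 100% = triacsin C control wells; some results filed as inactive read as strong as hits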
# TAG inh DAPI viability – also measured in TAG inh; calls as there; DAPI nuclei signal change (viability), lower = more cytotoxic, %;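 whole-well DAPI fluorescence read on a plate reader as a viability signal; minus 50 percent equals half of cells still viable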
# Starred values were filed as active, the others as inactive. Some of the compounds tested; the hit share may differ from the screen's.
SMILES,TAG inh,TAG inh DAPI viability
CCn1nc(C)c(CNC(=O)CC2C(=O)NCCN2CC(C)C)c1C (stereo not given),-3,7
CCCn1c(/C=N/Nc2nc3ccccc3[nH]2)nc2ccccc21,1,11
CSCCC(NC(=O)c1ccccc1Br)C(=O)NNC(=O)c1cc(C)oc1C (stereo not given),3,7
O=C(Nc1ccn([C@H]2CC[C@@H](CO)O2)c(=O)n1)c1ccccc1,14,-7
COc1ccc(-n2cc(CNC3CCN(C)CC3)c(-c3cccc(F)c3)n2)cc1,17,18
Cc1c(Cl)cc(-n2cnnn2)cc1[N+](=O)[O-],11,-11
CCOc1cccc2sc(N(CCCN(C)C)C(=O)c3ccc(S(=O)(=O)N(C)Cc4ccccc4)cc3)nc12,3,7
CCOC(=O)c1nn(C)c(=S)n(C)c1=O,-7,-7
CCc1ccc(N2C(=O)CC(N3CCC(C(=O)OC)CC3)C2=O)cc1 (stereo not given),-10,-3
Cc1ccc2c(C(=O)CN3CCN(C4CCCCC4)CC3)c(C)[nH]c2c1,5,8
Cc1ccc(-c2ccc(CN3C(C(C)C)C(=O)N(Cc4cn(CCC5OCCO5)nn4)CCS3(=O)=O)cc2)cc1 (stereo not given),-18,3
COc1ccc(NS(=O)(=O)c2cccc(C(=O)N3CCN(C(=O)c4ccco4)CC3)c2)cc1,-23,5
CCOC(=O)CCSc1nc(C(C)(C)C)cc(C(F)(F)F)c1C#N,-6,15
Cc1cn(-c2cc(NC(=O)c3ccc(C)c(NC(=O)c4cccc(-c5cn[nH]c(=O)c5)c4)c3)cc(C(F)(F)F)c2)cn1,23,1
Cc1ccc(N2CC(C(=O)Nc3nnc(SCCC4OCCO4)s3)CC2=O)cc1C (stereo not given),5,-7
O=C(CSc1nnc(-c2cc3ccccc3cc2O)n1Cc1ccco1)c1ccc(F)cc1,40,-17
COCCN=c1scc(-c2ccc3c(c2)NC(=O)CO3)n1/N=C(\C)c1ccc(O)cc1,7,-5
CC/C(CC(C)(C)c1ccccc1)=N\O,-20,-7
O=C(CSc1nnnn1Cc1ccccc1)NCCc1ccccc1,-19,2
O=C(Oc1cncc(Cl)c1)c1ccco1,-6,3
CCC(C)Sc1nnc(Cc2cc(=O)[nH]c(=O)[nH]2)n1-c1ccc(OC)cc1 (stereo not given),-5,-2
O=S(=O)(Nc1ccc(N2CCOCC2)cc1)c1ccc(F)cc1,2,-12
O=C(COC(=O)CCc1nc2ccccc2s1)NC(=O)NCc1ccco1,-1,1
CC(C)(C)S(=O)(=O)c1ccccc1-c1noc(-c2ccccc2)c1C(N)=O,5,4
CC(C)Sc1sc(C(=O)O)c(-c2ccc(Cl)cc2)c1C#N,1,1
O=C(/C=C/c1ccccc1[N+](=O)[O-])OCC(=O)c1ccccc1,12,-7
Cc1ccc(/C=N/NC(=O)Cn2cnc3ccccc32)o1,12,5
Cc1ccc(C(=O)N2CCc3ccccc32)cc1NC(=O)c1ccco1,2,14
COc1ccc(C(=O)N(Cc2ccco2)Cc2cc3cc(C)ccc3[nH]c2=O)cc1OC,-4,2
COC(=O)c1c(NC(=O)c2ccc(C)cc2)csc1C,2,9
O=C(CNC(=O)C1CCCCC1)OC(C(=O)c1ccccc1)c1ccccc1 (stereo not given),3,-5
O=[N+]([O-])c1ccc(C=NNc2ccc(S(=O)(=O)O)cc2)cc1,7,-2
Nc1nn(S(=O)(=O)c2ccccc2)cc1-c1cccc([N+](=O)[O-])c1,-2,1
COc1ccc(S(=O)(=O)N2CCCCCC2)cc1NC(=O)CCNC(=O)c1ccc(Cl)cc1,-12,-4
N#CCCN(C(=O)COC(=O)c1ccc2ccccc2n1)c1ccccc1,-4,4
CCCCOC(=O)N1CCOCCOCCOCC1,19,-15
COc1cccc(-c2cc(C(=O)NCCCn3ccnc3)c3ccccc3n2)c1,27,-3
O=C(O)/C=C/C(=O)Nc1ccc(Cc2ccc(NC(=O)/C=C/C(=O)O)cc2)cc1,5,-3
CCCN(CCC)CC(C)(C)NS(=O)(=O)c1ccc(Cl)cc1,3,3
CCN(CC)S(=O)(=O)c1ccc(N2CCOCC2)c(NC(=O)c2cccc(C#N)c2)c1,15,-8
CCc1cc[n+](/C(C(=S)Nc2cccc(C)c2)=C(/[O-])c2ccc(C)c([N+](=O)[O-])c2)cc1,-18,7
CC(=O)c1cccc(NC(=O)Nc2ccc3c(c2)OCO3)c1,19,6
CN(C)C(=O)COc1ccc2ccc(=O)oc2c1,9,3
C=CCN=C1NN=C(c2cc(C)n(CC=C)c2C)CS1,-6,6
CCCCN(c1ccccc1)S(=O)(=O)c1cccc(C(=O)O)c1,-1,2
O=c1c2cc(NC(=S)NC3CCN(Cc4ccccc4)CC3)ccc2nc2n1CCCCC2,-7,16
COc1ccc(CCCNC(=O)C2Cc3c(-c4ccccc4)ccnc3O2)cc1 (stereo not given),4,-11
COc1ccc(C(C)=O)cc1CSc1nnc(-c2ccncc2)n1C,-4,0
CC(=O)c1ccccc1NC(=O)COC(=O)/C(=C/c1ccccc1)n1nnnc1C,-9,-4
Cc1occc1C(=O)Nc1cccc2ccccc12,-13,9
O=C(CSC(=S)N1CCCCC1)Nc1ncc2c(n1)CCCC2=O,-4,4
CCC(=O)N1CCN(C(=O)c2ccccc2)CC1,2,-3
Cc1ccccc1-n1nc2c(c1NC(=O)c1cc3ccccc3o1)CS(=O)(=O)C2,2,5
COc1ccc(-n2c(=O)c3c4c(sc3n3c(=S)[nH]nc23)CCC4)cc1,-3,-2
COc1ccccc1S(=O)(=O)NCc1ccc(C(=O)NC2CCC(O)CC2)cc1 (stereo not given),10,7
Cc1ccc([C@@H]2CC(=O)[C@@H]3CN(S(=O)(=O)c4ccc(C)cc4)[C@H](c4ccc(Cl)cc4)C[C@@H]3N2S(=O)(=O)c2ccc(C)cc2)cc1,22,-13
O=C(Nc1ncccn1)C12CC3CC(CC(C3)C1)C2,5,-5
COc1ccccc1-c1nc(SCC(=O)Nc2cc(C)on2)c2c(=O)n(C)c(=O)n(C)c2n1,16,7
CC(C)CN(C(=O)COC(=O)Cc1cccc2ccccc12)c1c(N)n(Cc2ccccc2)c(=O)[nH]c1=O,14,-5
CC1CCCN(S(=O)(=O)c2cccc3nonc23)C1 (stereo not given),2,-3

# Arranged by length of the SMILES (descending): part of the list above
SMILES,TAG inh,TAG inh DAPI viability
Cc1ccc([C@@H]2CC(=O)[C@@H]3CN(S(=O)(=O)c4ccc(C)cc4)[C@H](c4ccc(Cl)cc4)C[C@@H]3N2S(=O)(=O)c2ccc(C)cc2)cc1,22,-13
CCc1cc[n+](/C(C(=S)Nc2cccc(C)c2)=C(/[O-])c2ccc(C)c([N+](=O)[O-])c2)cc1,-18,7
COc1ccccc1-c1nc(SCC(=O)Nc2cc(C)on2)c2c(=O)n(C)c(=O)n(C)c2n1,16,7
O=C(CSC(=S)N1CCCCC1)Nc1ncc2c(n1)CCCC2=O,-4,4
CC(=O)c1cccc(NC(=O)Nc2ccc3c(c2)OCO3)c1,19,6
O=C(Nc1ncccn1)C12CC3CC(CC(C3)C1)C2,5,-5

# Following part.
SMILES,TAG inh,TAG inh DAPI viability
Cc1ccc(C)c(NCC(=O)NNC(=S)Nc2ccccc2)c1,-3,1
CC(=O)Nc1ncc2c(n1)CC(c1ccco1)CC2=O (stereo not given),28,2
Nc1c(C(=O)Nc2ccc(F)cc2)nnn1-c1cccc(C(F)(F)F)c1,-4,1
CCc1noc(C)c1C(=O)Nc1nc(-c2ccc(OC)cc2OC)cs1,14,3
CN(C)/C=N/c1nc2nccc(-c3ccc(F)cc3)n2n1,7,20
COc1cc(/C=N/Nc2nc(=O)[nH]nc2C)cc(OC)c1O,-6,1
Fc1cccc(CSc2nnc3c(n2)[nH]c2ccccc23)c1,-28,-3
COc1ccc(OCc2cc(C(=O)NCC(C)Oc3cccnc3)no2)c(Cl)c1 (stereo not given),13,4
CC1(C(=O)NS(=O)(=O)c2cccs2)CCN1C(=O)c1ccccc1CCc1ccccc1 (stereo not given),-23,78
CCC1=NN(C(=O)c2ccc(Cl)cc2)C(O)(c2ccc(C)cc2)C1 (stereo not given),-2,-2
O=c1c(/C=C(\O)c2ccc(F)cc2)nc2ccccc2n1-c1ccccc1,8,0
CCCN1CCC(=O)N([C@H](COc2ccccc2)Cc2ccccc2)CC1,0,-8
Nc1cc(-c2ccccc2)ccc1O,-6,4
Cc1cc(C(=O)N2CCCC(N3CCN(c4cccc(C(F)(F)F)c4)CC3)C2)c(C)o1 (stereo not given),3,7
N#CCNc1ccc([N+](=O)[O-])cc1C#N,10,0
Cn1ncc(Cl)c1C(=O)Nc1ccc2c(c1)OCO2,-2,-6
NC(=O)C1(N2CCCCC2)CCN(C(=O)NC2CCCCC2)CC1,9,-2
Cn1ncc2c(=O)[nH]nnc21,-9,-2
C=C(C)[C@@H]1CC=C(CN2CCC(N3CCC(C(=O)N4CCCC4)CC3)CC2)CC1,12,20
CC1CCN(c2ccc3c(c2)S(=O)(=O)c2cccc(C(=O)O)c2C3=O)CC1,-7,2
CN(C(=O)COC(=O)/C=C/c1ccc2ccccc2n1)c1c(N)n(Cc2ccccc2)c(=O)[nH]c1=O,6,-8
CCOC(=O)C(NC(=O)CC)(Nc1cc(C)on1)C(F)(F)F (stereo not given),-1,3
CC(=O)OCC1OC(Sc2cccc3cccnc23)C(OC(C)=O)C(OC(C)=O)C1OC(C)=O (stereo not given),-7,-1
CCOC(=O)C1=C(C)NC(C)=C(C(=O)OCC)C1c1cn(-c2ccccc2)nc1-c1ccco1,19,2
O=C(CSc1nnc(CNC(=O)c2cccc(C(F)(F)F)c2)o1)NC1CCCCC1,-4,3
Cn1cccc1C(=O)NC(=O)COC(=O)c1cc([N+](=O)[O-])ccc1Cl,9,-10
CC(=O)Nn1c(-c2ccccc2)cc2ccccc21,-14,1
O=C(COC(=O)C1CC(=O)N(Cc2ccccc2)C1)Nc1ccc(Cl)cc1F (stereo not given),10,-8
CN1C(=O)c2ccc(NC(=O)CCS(=O)(=O)c3ccccc3)cc2C1=O,4,-1
O=C(NCC1CC1)[C@@H]1C[C@H]1[C@@H](NP(=O)(c1ccccc1)c1ccccc1)c1ccccc1,-5,-3
CCCNC(=O)c1cc(C2CCCN(C(=O)c3ccc(OC)cc3)C2)on1 (stereo not given),4,9
O=C(CCNS(=O)(=O)c1cccc2nonc12)NC1CCCCC1,18,-14
COCCn1c(SCC(=O)Nc2ccc3c(c2)OCCO3)nnc1-c1ccncc1,17,-8
Cc1cc(C)c(S(=O)(=O)N2CCCCC2)cc1N(C)S(=O)(=O)c1ccc(Cl)cc1,-11,-7
COc1ccc(-n2c(Cn3c(=O)sc4ccccc43)nnc2SC)cc1,-11,-1
COc1cccc(N2CN(CCc3ccccc3)CNC2=S)c1,-12,3
CCC(C)Sc1ccc([C@H]2N[C@@](C)(C(=O)OC)[C@H]3C(=O)N(C)C(=O)[C@@H]23)cc1OC (stereo not given in full),-3,-2
C/C(=N/NC(=O)CN(c1ccccc1)S(=O)(=O)c1ccccc1)c1ccccc1O,14,-9
O=C(CCCC(=O)OCC(=O)c1ccc(Cl)cc1)NC1CCCCC1,-13,-10
CCC(=O)c1cc(F)c(N2CCN(C(=O)Cc3ccccc3)CC2)cc1C,12,-8

# Structures above containing a tert-butyl group:
SMILES,TAG inh,TAG inh DAPI viability
CCOC(=O)CCSc1nc(C(C)(C)C)cc(C(F)(F)F)c1C#N,-6,15
CC(C)(C)S(=O)(=O)c1ccccc1-c1noc(-c2ccccc2)c1C(N)=O,5,4

# Complete entries, looked up by structure. Screens in order: TAG inh, TAG inh DAPI viability
# Record of CCCNC(=O)c1cc(C2CCCN(C(=O)c3ccc(OC)cc3)C2)on1 (stereo not given) = 4, 9
# Record of CCOC(=O)C(NC(=O)CC)(Nc1cc(C)on1)C(F)(F)F (stereo not given) = -1, 3
# Record of O=C(COC(=O)C1CC(=O)N(Cc2ccccc2)C1)Nc1ccc(Cl)cc1F (stereo not given) = 10, -8
# Record of Cn1cccc1C(=O)NC(=O)COC(=O)c1cc([N+](=O)[O-])ccc1Cl = 9, -10
# Record of COc1cccc(N2CN(CCc3ccccc3)CNC2=S)c1 = -12, 3

# The results go on.
SMILES,TAG inh,TAG inh DAPI viability
CN(CC(=O)Nc1ccc(F)cc1)C(=O)CN1C(=O)c2ccccc2C1=O,-13,8
Cc1nn(CCCC(=O)Nc2ccc(Br)cc2F)c(C)c1[N+](=O)[O-],1,-7
C=C[C@]1(C)C[C@H]1[C@H](NP(=O)(c1ccccc1)c1ccccc1)c1ccccc1,-7,-16
CN1C(=O)/C(=N\OC(=O)c2ccccc2Cl)c2ccccc21,10,-6
COCCCNC(=O)c1cccc2c(-c3ccc(O)c(OC)c3)coc12,20,-13
CC1CCCCC1NC(=O)COC(=O)c1ccc2ncsc2c1 (stereo not given),8,-7
CC(=O)c1c(C)[nH]c(C(=O)Nc2cc(S(=O)(=O)N(C)C)ccc2C)c1C,8,5
O=C(Nc1ccc(Cl)cc1)c1csc([C@@H]2O[C@H](CO)[C@@H](O)[C@H]2O)n1,-2,2
C/C(=N\NC(=O)COc1ccc(C(C)(C)C)cc1)c1ccccc1,1,2
CNC(=S)N1CCN(C(c2ccccc2)c2ccccc2)CC1,-9,-2
CCC(NC(=O)C1CCCC1)c1ccccc1 (stereo not given),-4,6
CC(C)c1ccc(C(=O)N2CCCCC2c2cc(C(=O)Nc3ccncc3)no2)cc1 (stereo not given),-16,6
Cc1ccc(N/C=C(\C#N)c2ccc(OCCCF)cc2)cc1,0,9
CCOc1ccc(C(=O)Nc2nccs2)cc1[N+](=O)[O-],-7,3
CCCNC(=O)Nc1ccc(F)c(Cl)c1,-11,-1
O=C(c1nnc(Cc2ccc(Cl)cc2)o1)N1CCOCC1,-6,4
CC(=O)C1=C(NC(=O)c2ccc(F)cc2)CC2C1C2(C)C (stereo not given),-14,2
CC1CN(C(=O)COC(=O)c2cccs2)CC(C)O1 (stereo not given),5,4
CCOC(=O)C(NC(=O)c1ccccc1)(Nc1cccc(C)n1)C(F)(F)F (stereo not given),-39,-7

# Looked up above:
# C=CCN=C1NN=C(c2cc(C)n(CC=C)c2C)CS1 in TAG inh DAPI viability is listed with 6
# Cc1ccc(N/C=C(\C#N)c2ccc(OCCCF)cc2)cc1 in TAG inh DAPI viability is listed with 9
# CN(C)/C=N/c1nc2nccc(-c3ccc(F)cc3)n2n1 in TAG inh is listed with 7
